NOD2-RIPK2 inh = NOD2-RIPK2 binding disruptors in cells, primary screen, fluorescence, CHO cells, BLA complementation; CCF4 ratio; inhibition, % at 4.98 µM; 360,000 compounds, 0.38% hits; in the data active means inhibition above about 21%;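 further: 0% = vehicle only and 100% = reference blocker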
SRC1 inh = SRC1 coactivator transcriptional activity inhibitors, primary screen, cell-based, luminescence | Nuclear receptor coactivator 1 (Homo sapiens), Q15788 | HEK293 GAL4-SRC1 luciferase reporter | inhibition, % at 3.6 µM | 360,000 compounds, 0.12% hits;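 active means inhibition above the campaign mean plus 3 SD, with each screening campaign given its own cutoff, cut at about 60% in these data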;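 further: 0% = DMSO treated cells and 100% = gossypol at 36 µM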
TLR9-MyD88 inh = inhibitors of TLR9-MyD88 association in cells, primary screen, cell-based, CHO, BLA complementation, fluorescence | Toll-like receptor 9 (Homo sapiens) + Myeloid differentiation primary response protein … | CCF4 FRET ratio | inhibition, % at 4.98 µM | 340,000 compounds, 0.21% hits;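 active means inhibition above the mean over all tested compounds plus 3 SD, cut at about 21% in these data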;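 further: 0% = DMSO only wells and 100% = clavulanate BLA inhibitor control wells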
TWEAK Fn14 block = inhibitors of TWEAK-Fn14 signaling, primary screen, luciferase reporter cells, uHTS; TWEAK-stimulated Fn14 reporter cells, luciferase luminescence, 8 h; inhibition, % at 10 µM; 360,000 compounds, 2% hits; AID 1159606, 2016; in the data active means inhibition above about 50%
SRC3 inh = SRC3 coactivator transcriptional activity inhibitors, primary screen, cell-based, luminescence. Nuclear receptor coactivator 3 (Homo sapiens), Q9Y6Q9. HEK293 GAL4-SRC3 luciferase reporter. inhibition, % at 3.6 µM. 360,000 compounds, 0.17% hits. AID 588352, 2011;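 active means inhibition above a per-campaign cutoff, the mean of all compounds plus 3 SD, cut at about 60% in these data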;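 further: 0% = DMSO-treated cells and 100% = gossypol-treated cells at 36 µM; higher means less SRC3-driven luciferase light from the GAL4 reporter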
Target sequence (Q9Y6Q9 whole entry, looked up, the tested form may be a part): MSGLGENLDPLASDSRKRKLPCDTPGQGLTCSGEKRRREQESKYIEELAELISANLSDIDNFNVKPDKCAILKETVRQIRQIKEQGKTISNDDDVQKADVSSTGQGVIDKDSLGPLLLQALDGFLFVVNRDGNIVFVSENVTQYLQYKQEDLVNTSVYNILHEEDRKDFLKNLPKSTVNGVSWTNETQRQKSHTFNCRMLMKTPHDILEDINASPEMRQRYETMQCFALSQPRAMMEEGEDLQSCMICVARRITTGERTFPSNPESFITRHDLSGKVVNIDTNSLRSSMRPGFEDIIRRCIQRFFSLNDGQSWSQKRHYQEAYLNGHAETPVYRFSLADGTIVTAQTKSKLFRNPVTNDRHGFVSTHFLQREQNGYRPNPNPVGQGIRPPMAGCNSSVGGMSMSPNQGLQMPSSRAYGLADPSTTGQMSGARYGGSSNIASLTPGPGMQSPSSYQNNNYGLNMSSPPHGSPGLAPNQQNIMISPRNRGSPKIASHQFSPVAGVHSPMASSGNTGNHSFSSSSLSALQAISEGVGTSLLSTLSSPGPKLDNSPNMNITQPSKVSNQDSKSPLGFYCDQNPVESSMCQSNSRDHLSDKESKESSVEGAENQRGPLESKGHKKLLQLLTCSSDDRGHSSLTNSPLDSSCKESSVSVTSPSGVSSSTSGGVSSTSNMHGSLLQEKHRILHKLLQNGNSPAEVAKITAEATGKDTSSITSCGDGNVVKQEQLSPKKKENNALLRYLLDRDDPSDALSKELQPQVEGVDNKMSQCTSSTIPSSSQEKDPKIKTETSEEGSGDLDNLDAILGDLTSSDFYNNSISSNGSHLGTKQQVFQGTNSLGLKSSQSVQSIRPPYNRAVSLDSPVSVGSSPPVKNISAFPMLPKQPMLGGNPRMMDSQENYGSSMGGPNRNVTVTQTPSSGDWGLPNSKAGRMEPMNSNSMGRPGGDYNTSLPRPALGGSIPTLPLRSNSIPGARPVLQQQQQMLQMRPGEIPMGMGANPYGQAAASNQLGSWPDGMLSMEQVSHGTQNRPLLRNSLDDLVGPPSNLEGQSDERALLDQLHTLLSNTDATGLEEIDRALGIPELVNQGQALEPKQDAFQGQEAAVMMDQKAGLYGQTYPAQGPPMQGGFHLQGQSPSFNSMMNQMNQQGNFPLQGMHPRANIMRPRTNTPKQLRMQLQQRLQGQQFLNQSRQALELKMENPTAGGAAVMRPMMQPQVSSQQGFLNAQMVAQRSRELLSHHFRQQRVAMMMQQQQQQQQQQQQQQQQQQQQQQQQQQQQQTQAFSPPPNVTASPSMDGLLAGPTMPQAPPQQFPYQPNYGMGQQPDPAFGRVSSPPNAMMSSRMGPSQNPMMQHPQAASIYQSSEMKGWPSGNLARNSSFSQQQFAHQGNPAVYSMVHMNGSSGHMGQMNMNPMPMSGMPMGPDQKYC
NR5A2 inv ag = LRH-1 (NR5A2) inverse agonists, primary screen, cell-based, luminescence, HEK293T, StAR-luciferase reporter; LRH-1 transfected, 24 h; 360,000 compounds, 0.13% hits; inhibition, % at 3.6 µM; Nuclear receptor subfamily 5 group A member 2 (Homo sapiens), O00482;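 active means inhibition above the mean inhibition of all tested compounds plus 3 SD, cut at about 73% in these data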;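 further: 0% = DMSO wells and 100% = reporter-only cells lacking LRH-1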
TROY signal inh = inhibitors of TROY-driven NF-kB signaling, primary screen, Q293 LMP1-TROYcd cells, NF-kB luciferase, uHTS; 360,000 compounds, 0.98% hits; inhibition, % at 10 µM; Q293 LMP1-TROYcd NF-kB luciferase reporter, 4 h;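 active means compounds whose plate-normalised and pattern-corrected inhibition of the luciferase reporter signal at the single screening dose is 50% or more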
NR2F2 inh = NR2F2 transcriptional activity inhibitors, primary screen, cell-based, luciferase reporter, HEK293T, luminescence | COUP transcription factor 2 (Homo sapiens), P24468 | HEK293T NGFI-A luciferase reporter | inhibition, % at 8.6 µM | 370,000 compounds, 0.7% hits;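 active means inhibition above a per-plate cutoff, mean inhibition of test wells between control levels plus 3 SD, cut at about 38% in these data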;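 further: cells cotransfected with COUP-TFII expression vector driving the NGFI-A reporter; 0% = median of COUP-TF2 test wells and 100% = reporter-only cells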
SRC2 inh = inhibition of GAL4-SRC2 driven luciferase reporter, primary screen, SRC2 inhibitor project, cell-based, luminescence; Nuclear receptor coactivator 2 (Homo sapiens), Q15596; HEK293 GAL4-SRC2 luciferase reporter; inhibition, % at 9 µM; 370,000 compounds, 0.17% hits; AID 651957, 2012;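 active means inhibition above the mean inhibition of all tested compounds plus 3 SD, set per campaign, cut at about 52% in these data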;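 further: 0% = DMSO treated cells and 100% = cells given Gossypol at 36 µM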
LMP1 NFkB inh = EBV LMP1-driven NF-kappaB luciferase reporter inhibitors, primary screen, cell-based, luminescence, single point; LMP1-induced NF-kappaB luciferase reporter cells; inhibition, % at 12.5 µM; 350,000 compounds, 0.69% hits; in the data active means inhibition above about 41%;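 further: 0% = neutral control wells and 100% = reference inhibitor control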
C8 TRAIL sens = viability loss with TRAIL in NB7+C8 cells, primary screen, TRAIL sensitizer project, cell-based, ATPlite luminescence; inhibition (viability loss, TRAIL sensitization), % at 10 µM; 360,000 compounds, 1% hits;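 active means compounds causing at least 50% loss of cell viability in the single-dose screen, relative to plate controls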
An asterisk follows results filed as active; · = no result given.

Fields – NOD2-RIPK2 inh	SRC1 inh	TLR9-MyD88 inh	TWEAK Fn14 block	SRC3 inh	NR5A2 inv ag	TROY signal inh	NR2F2 inh	SRC2 inh	LMP1 NFkB inh	C8 TRAIL sens
- O=C(O)c1ccc(S(=O)(=O)Nc2cccc(CP(=O)(c3ccccc3)c3ccccc3)c2)cc1
    6	-4	6	-3	5	18	-4	-3	-5	8	-25
- Cc1ccc(CNC(=O)CCS(=O)(=O)c2ccc3c(c2)NC(=O)CO3)cc1
    1	5	6	-5	6	5	11	-25	6	1	-15
- CCOC(=O)C1=C(C)Nc2nc(SCc3cccnc3)nn2C1c1ccc(OC)cc1 (stereo unspecified)
    2	-14	-7	-2	7	-7	-1	1	-6	0	-10
- CCOc1cc(OCC)cc(C(=O)N2CCC[C@H]2C(=O)N2CCC[C@H]2C(=O)NCc2ccc(F)cc2F)c1
    1	·	·	12	·	-14	-2	-3	-14	·	-7
- O=S(=O)(Cc1ccccc1)N1CCN(Cc2ccc3c(c2)OCO3)CC1
    -15	-8	4	2	-4	14	-10	5	-9	-2	1
- O=C(Cn1cnc2c(nnn2Cc2ccc(F)cc2)c1=O)NCc1ccc2c(c1)OCO2
    -12	-21	3	0	16	10	3	1	-22	2	-9
- CCc1nc2ccccc2c(NC(=O)CN2CCC(C)CC2)c1C
    -4	8	-5	9	5	4	9	2	-21	35	7
- CC12CCC(=O)N1C(C(=O)NNC(=O)c1ccc(Br)cc1)CS2 (stereo unspecified)
    2	-1	3	-10	-2	4	-14	-8	-30	2	0
- CC(=O)c1c(Nc2ccc3c(c2)OCCO3)oc(C)cc1=O
    -1	-6	3	70*	-15	10	39	-35	23	-1	6
- CC(C)Cc1nc2ccc(N)cc2[nH]1
    -11	-6	13	8	18	-15	-34	-16	-12	16	-2

Additional entries:
Fields – NOD2-RIPK2 inh	SRC1 inh	TLR9-MyD88 inh	TWEAK Fn14 block	SRC3 inh	NR5A2 inv ag	TROY signal inh	NR2F2 inh	SRC2 inh	LMP1 NFkB inh	C8 TRAIL sens
- COc1ccc(OC)c(NC(=O)CSc2ncccn2)c1
    -6	-1	-2	0	4	5	-19	-6	12	0	-6
- Cc1ccc(NC(=O)CN(C)CC(=O)Nc2ccc3c(c2)OCO3)cc1
    -3	-5	-4	-13	7	-7	0	13	2	13	1
- CC(C)N(C(=O)Cn1c(SCC(=O)Nc2nccs2)nc2ccccc21)C(C)C
    2	1	-11	-4	-35	-10	-10	1	-26	1	-16
- Cc1cn([C@H]2C[C@H](O)[C@@H](COS(=O)(=O)O)O2)c(=O)[nH]c1=O
    0	9	2	1	-5	12	-3	-3	20	-4	7
- CCCN1CCN(CC(=O)Nc2cc(OCC)ccc2OCC)CC1
    -6	-5	13	-3	9	10	-8	8	-13	-4	11
- O=C(CSc1ncccn1)N1CCCCCC1
    -5	-20	-2	1	-2	22	-25	-12	-7	-1	-10
- CC1(C)C2CCC1(C)C(OCC[N+](C)(C)CC(=O)OC1CCCCC1)C2 (stereo unspecified)
    1	-7	9	11	12	11	20	-1	-22	68*	27
- COc1ccc(NC(=O)Nc2cccc(C(=O)N3CCOCC3)c2)cc1OC
    3	-3	8	-2	4	11	-11	2	-8	0	-2
- CC1CCCN(CCCNC(=O)c2coc3nc4ccccc4nc23)C1 (stereo unspecified)
    -3	-29	5	-4	3	-3	10	1	-27	-5	0
- NC(=O)c1ccccc1O
    4	-2	0	-12	10	-15	-8	7	-8	3	-10

As a short view, some entries already given:
Fields – NOD2-RIPK2 inh	SRC1 inh	TLR9-MyD88 inh	TWEAK Fn14 block	SRC3 inh	NR5A2 inv ag	TROY signal inh	NR2F2 inh	SRC2 inh	LMP1 NFkB inh	C8 TRAIL sens
- CCc1nc2ccccc2c(NC(=O)CN2CCC(C)CC2)c1C
    -4	8	-5	9	5	4	9	2	-21	35	7
- CC12CCC(=O)N1C(C(=O)NNC(=O)c1ccc(Br)cc1)CS2 (stereo unspecified)
    2	-1	3	-10	-2	4	-14	-8	-30	2	0
- CC(=O)c1c(Nc2ccc3c(c2)OCCO3)oc(C)cc1=O
    -1	-6	3	70*	-15	10	39	-35	23	-1	6
- CC(C)Cc1nc2ccc(N)cc2[nH]1
    -11	-6	13	8	18	-15	-34	-16	-12	16	-2
- COc1ccc(OC)c(NC(=O)CSc2ncccn2)c1
    -6	-1	-2	0	4	5	-19	-6	12	0	-6
- Cc1ccc(NC(=O)CN(C)CC(=O)Nc2ccc3c(c2)OCO3)cc1
    -3	-5	-4	-13	7	-7	0	13	2	13	1
- CC(C)N(C(=O)Cn1c(SCC(=O)Nc2nccs2)nc2ccccc21)C(C)C
    2	1	-11	-4	-35	-10	-10	1	-26	1	-16
- Cc1cn([C@H]2C[C@H](O)[C@@H](COS(=O)(=O)O)O2)c(=O)[nH]c1=O
    0	9	2	1	-5	12	-3	-3	20	-4	7
- CCCN1CCN(CC(=O)Nc2cc(OCC)ccc2OCC)CC1
    -6	-5	13	-3	9	10	-8	8	-13	-4	11
- O=C(CSc1ncccn1)N1CCCCCC1
    -5	-20	-2	1	-2	22	-25	-12	-7	-1	-10
- CC1(C)C2CCC1(C)C(OCC[N+](C)(C)CC(=O)OC1CCCCC1)C2 (stereo unspecified)
    1	-7	9	11	12	11	20	-1	-22	68*	27

Following part:
Fields – NOD2-RIPK2 inh	SRC1 inh	TLR9-MyD88 inh	TWEAK Fn14 block	SRC3 inh	NR5A2 inv ag	TROY signal inh	NR2F2 inh	SRC2 inh	LMP1 NFkB inh	C8 TRAIL sens
- Cc1cc(C)n(-c2ccc(-n3ccnc3)nn2)n1
    -6	8	-3	5	-2	5	1	14	-45	-15	-5
- Cc1cc(OC(F)F)ccc1NC(=O)Nc1ccc2c(c1)OCO2
    3	-6	8	-12	-8	-15	12	6	6	-7	-3
- CCOC(=O)CNC(=O)C1c2cc(OC)c(OC)cc2C(=O)N(C)C1c1ccccc1F (stereo unspecified)
    -7	-13	0	-16	-15	0	11	-3	12	7	-17
- O=C1CC(C(=O)Nc2ccc(Cl)cc2[N+](=O)[O-])C2(CCCCC2)O1 (stereo unspecified)
    1	-31	3	-4	2	14	1	-31	21	-5	8
- CC/C(=N\NC(=O)C1CCCC1)c1cccc(Br)c1
    -7	-29	-7	-5	-37	-21	4	-1	-24	-2	-2
- N#CC1=C(N)C(C#N)(C#N)C2(C(=O)Nc3ccccc32)C2CCCC=C12 (stereo unspecified)
    -4	-1	6	28	-20	17	-9	3	-11	0	-13
- COc1ccc(/C=N/NC(=O)c2cccc([N+](=O)[O-])c2)c2ccccc12
    4	10	-3	-12	-4	10	1	2	-35	7	8
- CC(=O)Nc1ccc(OCc2nnc(-c3ccccc3)o2)cc1
    -12	-4	6	0	-56	7	-2	2	-22	-8	-3
- CC1CCN(CCCCOc2ccccc2F)CC1
    9	-17	1	2	-1	-10	14	9	9	-4	-12
- C=CCN1C(=O)/C(=C\c2ccc(Cl)cc2)N=C1SCC(=O)NCCC
    2	4	1	-17	-5	7	-16	14	0	4	-1

Carrying on.
Fields – NOD2-RIPK2 inh	SRC1 inh	TLR9-MyD88 inh	TWEAK Fn14 block	SRC3 inh	NR5A2 inv ag	TROY signal inh	NR2F2 inh	SRC2 inh	LMP1 NFkB inh	C8 TRAIL sens
- NS(=O)(=O)c1ccc(CNC(=O)c2ccc(Cl)c([N+](=O)[O-])c2)cc1
    -8	-15	-2	3	6	-26	1	-5	-39	0	-17
- C=CCN=C1SC(CC)C(=O)N1S(=O)(=O)c1ccc(C)cc1 (stereo unspecified)
    8	-1	-5	2	-6	-2	-9	-5	-14	-6	20
- COc1cccc(/C=C/C(=O)OCC(=O)c2c[nH]c3ccccc23)c1
    -3	-4	-3	15	-13	-6	12	-3	4	-13	-13
- COc1cc(/C=C/C(=O)OC(C)C(=O)Nc2c(C)n(C)n(-c3ccccc3)c2=O)ccc1O (stereo unspecified)
    3	-5	5	5	2	14	6	5	10	-4	11
- Cc1onc(-c2ccccc2Cl)c1C(=O)NCc1cccnc1
    -10	10	11	-13	-20	13	7	0	-10	-7	-5
- CC(=O)c1oc2ccccc2c1NC(=O)COC(=O)c1ccc(-n2nc(C)cc2C)cc1
    -1	14	1	1	-7	-6	10	15	-20	6	-1
- CC(=O)N1c2ccc(S(=O)(=O)N3CCC(C(=O)Nc4cccc(C)n4)CC3)cc2CC1C (stereo unspecified)
    -2	15	6	28	18	52	21	54*	25	11	28
- Cn1c(=O)c2c(nc(NCCNC(=O)c3ccco3)n2Cc2ccccc2Cl)n(C)c1=O
    1	-15	-13	0	-2	22	3	1	-26	0	-9
- COc1ccc(S(=O)(=O)N2CCCCC2)cc1NC(=O)C1CC1
    -12	-3	-9	3	1	18	-4	9	2	-7	-4
- CCOC(=O)/C=C/C(=O)Nc1ccc(S(=O)(=O)Nc2cc(OC)nc(OC)n2)cc1
    4	-12	2	0	2	-13	18	-3	-15	0	-10

Other results follow.
Fields – NOD2-RIPK2 inh	SRC1 inh	TLR9-MyD88 inh	TWEAK Fn14 block	SRC3 inh	NR5A2 inv ag	TROY signal inh	NR2F2 inh	SRC2 inh	LMP1 NFkB inh	C8 TRAIL sens
- COc1ccc(/C=C2\SC(=N)N(c3ccc(F)cc3)C2=O)cc1
    -2	1	3	-4	21	0	-33	6	3	-14	8
- CCc1nnc(NC(=O)C2CC(=O)N(c3ccc(C)cc3)C2)s1 (stereo unspecified)
    -6	-8	15	8	13	2	-18	-17	-6	-2	-13
- CCOC(=O)C1CCN(CC(O)COc2ccc(S(=O)(=O)N3CCCC3)cc2[N+](=O)[O-])CC1 (stereo unspecified)
    0	-14	-4	-9	-22	-2	9	-19	17	10	7
- CS(=O)(=O)N(CC(=O)Nc1ccc2c(c1)OCO2)c1ccc(Cl)cc1
    -20	-42	-13	-24	0	-25	-36	-11	3	16	-2
- CN(CC(=O)NCc1ccc(F)cc1)S(=O)(=O)c1ccc(Br)s1
    -3	11	-3	7	-27	-11	-11	-17	-24	0	3
- CCc1cccc(CC)c1N(COC)C(=O)Cn1c(C(C)O)nc2ccccc21 (stereo unspecified)
    2	3	2	-4	23	-7	3	3	10	-5	10
- CCSc1nnc(Cc2cc(=O)[nH]c(=O)[nH]2)n1-c1ccc(Cl)cc1
    -7	-7	-3	-24	-14	-11	9	5	6	-7	-10
- COC(=O)c1sccc1NC(=O)Nc1cccc(C)c1C
    7	5	4	-11	-1	-26	1	5	-15	4	-10
- Cc1ccccc1OCC(=O)NC(=S)Nc1ccc(N2CCCC2)cc1
    -3	-5	-1	-25	0	3	2	20	17	7	9

A portion of the library. The share of hits here may be higher or lower than overall.
